Source: PubChem
LMPTP inh: blocks human LMPTP phosphatase; P24666; recombinant LMPTP-A, OMFP fluorogenic substrate, fluorescence intensity; inhibition, % at 20 µM; 0.22% of 360,000 active;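 active = compounds that cut the enzyme signal by at least half of the control window in the single-dose screen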;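 note: plate controls were DMSO wells with enzyme plus substrate for no effect and substrate without enzyme for full effect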
Target sequence (P24666 whole entry, looked up): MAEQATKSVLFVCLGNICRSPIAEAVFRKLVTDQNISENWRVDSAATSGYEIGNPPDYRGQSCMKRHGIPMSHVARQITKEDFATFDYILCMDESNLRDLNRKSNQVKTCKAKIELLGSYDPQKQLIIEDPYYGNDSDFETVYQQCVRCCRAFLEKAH
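Assay system: LMPTP-A enzyme. Input: 0.625 nM LMPTP-A final. Probe or stimulus: 400 µM OMFP. Compound dosing: single 20 µM dose. Schedule: 50 min dark incubation at room temperature. Detection: fluorescence intensity of OMFP turnover product. Read-out: percent inhibition versus substrate-only and uninhibited controls. Benchmarks: no-enzyme low control, uninhibited high control.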
Scp1 inh: Scp-1 (human) phosphatase inhibition | Recombinant Scp1, phosphopeptide, malachite green phosphate absorbance | inhibition, % at 20 µM | 0.88% of 340,000 active | Q9GZU7;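 active = inhibition above about 50% at 20 µM, limit read from the data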;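 note: plate controls were DMSO wells with enzyme for no effect and wells lacking enzyme for full effect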
Target sequence (Q9GZU7 76-261 limits assumed): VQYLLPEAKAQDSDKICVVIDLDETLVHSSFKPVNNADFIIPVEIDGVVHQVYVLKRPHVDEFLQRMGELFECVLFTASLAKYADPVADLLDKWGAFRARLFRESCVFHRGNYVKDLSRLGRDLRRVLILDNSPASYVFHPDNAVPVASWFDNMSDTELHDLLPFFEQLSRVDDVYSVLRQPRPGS
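assay system = SCP-1 phosphatase catalytic domain, residues 76-261 | buffer or medium = 50 mM Tris acetate pH 5.5, 0.005% Tween-20, 10 mM MgCl2 | incubation = enzyme reaction 45 min at room temperature, colour 5 min, stabilisation 30 min | signal = Phosphate-binding colour reagent, absorbance read at 630 nm | measure = % inhibition at 20 µM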
E coli Lon inh: inhibits E. coli Lon protease; purified E. coli Lon protease, fluorescence polarization; inhibition, % at 7.94 µM; 0.42% of 360,000 active; AID 602123; in the data active = inhibition above about 13%, passing the limit was not always enough;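 note: 0% = enzyme with probe and DMSO and 100% = no enzyme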
Tb MetRS inh: blocks T. brucei methionyl-tRNA synthetase activity; 0.4% of 360,000 active; purified T. brucei MetRS, ATP depletion, Kinase-Glo luminescence; AID 624268; inhibition, % at 11.9 µM;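 active = inhibition above a per-plate cutoff of the control wells' mean inhibition plus 3 SD, cut at about 5.5% in these data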;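 note: 0% = DMSO wells median and 100% = median of wells with control inhibitor compound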
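Material: parasite MetRS enzyme / Replication: singlicate, one well per compound / Signal: luminescence of leftover ATP / Schedule: 2 h aminoacylation at 25 °C after 15 min preincubation / Medium: HEPES-MgCl2-KCl buffer plus DTT, spermine, BSA, pyrophosphatase / Doses: 11.9 µM single point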
SUMO1 PPI mod: alters human SUMO1 binding to SIM partners; AID 602429; 0.33% of 360,000 active; inhibition, % at 20 µM; SUMO1 binding to a labelled peptide, TR-FRET, 1 h; P63165; in the data active = inhibition above about 37%
Target sequence (P63165 whole entry, looked up): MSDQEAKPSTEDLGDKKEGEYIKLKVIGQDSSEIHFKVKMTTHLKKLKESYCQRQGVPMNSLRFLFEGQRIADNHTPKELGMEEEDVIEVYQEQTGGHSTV
STEP block: blocks human striatal-enriched tyrosine phosphatase; P54829; 0.25% of 360,000 active; inhibition, % at 20 µM; recombinant STEP, OMFP fluorogenic substrate, fluorescence;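 active = inhibition at 20 µM, scaled per plate between control wells, above about 37%, limit read from the data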;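 note: 0% = DMSO with enzyme and substrate and 100% = substrate only without enzyme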
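Test system: STEP tyrosine phosphatase / Reagent: OMFP at 25 µM / Doses: 20 µM, 1% DMSO / Read-out: percent inhibition scaled to no-enzyme and uninhibited-enzyme controls, plate-pattern corrected / Detection: FITC-channel fluorescence of OMFP product / Medium: Bis-Tris buffer pH 6.0, 2.5 mM DTT, 0.005% Tween 20 / Schedule: 20 min at room temperature, dark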
NRP1-CendR mod: alters CendR peptide binding to human NRP-1. FAM-RPARPAR peptide binding to NRP-1, fluorescence polarization. inhibition, % at 25 µM. 0.85% of 360,000 active. AID 602438;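 active = inhibition or corrected inhibition above about 18%, plus a signal ratio from 0.5 to 1.5, limit read from the data, passing the limit was not always enough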; note: strong numbers were not always called active
DNMT1 inh: blocks human DNA methyltransferase DNMT1; DNMT1 molecular beacon, Hinp1I cleavage, fluorescence; 0.83% of 360,000 active; inhibition (reported as % activation of signal), % at 10 µM; P26358; AID 588458; in the data active = inhibition above about 50%
MsrA act: activates bovine MsrA enzyme. purified bovine MsrA, absorbance read-out. activation, % at 10.6 µM. 0.3% of 360,000 active; in the data active = activation above about 7.5%;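 note: 0% = vehicle and 100% = reference activator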
MsrA inh: inhibits bovine methionine sulfoxide reductase A. purified bovine MsrA, absorbance read-out. inhibition, % at 15.5 µM. 0.75% of 360,000 active; in the data active = inhibition above about 4.5%;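 note: 0% = vehicle wells with enzyme and 100% = reference inhibitor wells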
* hit, by the source's call; . = not tested or not shown.

1	CCOc1ccc(NC(=O)Nc2cccn(Cc3ccccc3)c2=O)cc1
2	COc1ccccc1CCNC(=O)CNC(=O)c1ccc2ccccc2c1
3	CC(C)C1=NN2C(=N)CC(=O)N=C2S1
4	Cn1nnnc1SCC(=O)Nc1ccccc1Br
5	C=CCn1c(SCC(=O)c2cc(C)n(C(C)COC)c2C)nc2sc(C)c(C)c2c1=O (centres undefined)
6	Cc1sc2nc(SCC(=O)NCCO)n(-c3ccccc3)c(=O)c2c1C
7	O=C(O)c1ccc(/C=N/NC(=O)c2ccc(Br)cc2)cc1
8	O=C(Nc1ccccc1F)c1ccncc1

Screen / compound no.	1	2	3	4	5	6	7	8
Scp1 inh	-6	1	7	-4	-9	-9	-5	-3
STEP block	-1	0	-2	-1	4	1	-3	2
MsrA inh	0.1	1.5	-1.2	1.5	-1.0	1.6	0.3	0.1
Tb MetRS inh	-0.5	1.6	0.4	0.2	-0.1	-0.3	0.5	-0.6
MsrA act	-2	-1	-5	-3	1	-1	-6	-10
SUMO1 PPI mod	-7	-9	19	1	-35	-3	-9	-2
DNMT1 inh	-9	-1	-1	1	-5	3	6	1
E coli Lon inh	-8	0	-19	-4	-9	1	-10	-5
LMPTP inh	1.1	1.1	-0.7	-1.3	0.1	-0.6	-1.7	-0.5
NRP1-CendR mod	2	-3	-10	15	-3	0	-7	4

9	C[C@H](NC(=O)c1nc[nH]c1C(=O)NC1CCNCC1)C(=O)OC(C)(C)C
10	Cc1ccc(-n2c(=O)c3sccc3n(Cc3cc(=O)n4ccccc4n3)c2=O)cc1
11	O=C(NCCN1CCC(n2c(=O)[nH]c3ccccc32)CC1)c1ccc(F)cc1Cl
12	Cc1cccc(C)c1NC(=O)CN(C)C(=O)CC1CC2CCC1C2 (centres undefined)
13	CC(O)COc1ccc(/C(=N/O)c2ccccc2)cc1 (centres undefined)
14	COc1ccc(C(=O)COC(=O)CCn2nnc(-c3cccc(O)c3OC)n2)cc1
15	C[C@@H]1CN([C@H](C)CO)C(=O)CCCn2nncc2CO[C@H]1CN(C)Cc1cccc2c1OCCCO2
16	Cc1c(F)cccc1NC(=O)CCCCCC1NC(=O)NC1C (centres undefined)

Screen / compound no.	9	10	11	12	13	14	15	16
Scp1 inh	-3	4	.	-6	-1	0	.	-1
STEP block	0	2	.	-3	-1	1	0	-5
MsrA inh	-0.1	0.1	-0.2	-0.7	1.0	-0.4	0.9	-0.2
Tb MetRS inh	-0.1	-1.0	-0.4	0.7	-0.5	-0.2	-2.0	-0.1
MsrA act	-3	-9	-4	-2	-5	0	-2	-3
SUMO1 PPI mod	4	-7	-2	8	1	3	-2	1
DNMT1 inh	10	-1	.	-1	-1	12	6	0
E coli Lon inh	4	-3	4	10	-11	0	1	-8
LMPTP inh	-1.7	-0.7	3.7	-0.7	-2.8	-0.8	-1.1	-1.0
NRP1-CendR mod	10	3	0	1	5	8	-13	10

17	C/C(=N/NC(=O)c1ccc2c(c1)OCO2)c1cccc([N+](=O)[O-])c1
18	CCCc1c(C(=O)Nc2ccc(OC)cc2)cnn1-c1ccccc1
19	CSc1nc(N)nc2c1ncn2CC(=O)NCC1CCCO1 (centres undefined)
20	CC(=O)Oc1c(-c2ccc(Br)o2)oc2ccccc2c1=O
21	CSC1=NCCN1C(=O)Cc1ccc(Cl)cc1
22	CCOCCCNC(=O)CN1C(=O)COc2ccc(S(=O)(=O)N3CCCCCC3)cc21
23	CN1C(=O)/C(=C/c2ccccc2OCc2cccc(F)c2)NC1=S
24	NC(N)=NN=C1CCC(c2ccccc2)CC1 (centres undefined)

Screen / compound no.	17	18	19	20	21	22	23	24
Scp1 inh	-13	1	-8	-10	12	-5	-4	4
STEP block	-2	2	-3	2	4	-2	3	2
MsrA inh	-0.6	-0.5	0.4	4.1	0.2	1.1	-0.5	0.3
Tb MetRS inh	-0.1	-0.1	0.0	-0.4	-0.3	0.0	-1.0	-1.3
MsrA act	0	0	-2	-6	-1	-1	-4	-2
SUMO1 PPI mod	-24	2	3	-16	2	-2	0	-1
DNMT1 inh	-1	2	3	7	6	0	-2	2
E coli Lon inh	-2	1	-1	-24	-2	-6	11	-4
LMPTP inh	-1.2	1.0	-0.7	-0.1	-0.4	0.0	1.8	2.2
NRP1-CendR mod	9	-2	-4	-16	-4	6	11	5

25	Cc1ccc(S(=O)(=O)NN2C(=O)c3ccccc3NC2c2ccccc2O)cc1 (centres undefined)
26	CC1(C)Cc2c(C#N)c(SCC(=O)c3ccccc3)nc(N3CCOCC3)c2CO1
27	CC(C)(C)OC(=O)CNC(=O)c1[nH]cnc1C(=O)Nc1ccc(Cl)cc1
28	Cn1c(CCNC(=O)c2ccccc2F)nnc1SCc1nc2ccccc2c(=O)[nH]1
29	CCCCn1nnc(NC(=O)Cc2ccc(Cl)cc2)n1
30	COc1ccc2cc(CN(C(=O)Nc3ccccc3OC)C3CCCC3)c(=O)[nH]c2c1
31	Cc1ccccc1C(=O)Nc1ccc2c(c1)OCCO2
32	CCN(CC)S(=O)(=O)c1ccc(C(=O)Nc2ccc3c(c2)OCCO3)cc1

Screen / compound no.	25	26	27	28	29	30	31	32
Scp1 inh	-2	7	11	-3	20	-2	20	-7
STEP block	0	-4	-5	-4	-1	-9	0	-5
MsrA inh	-1.7	0.4	-0.7	1.4	0.5	0.4	1.7	0.7
Tb MetRS inh	0.5	-0.3	-0.4	-1.2	-0.5	-0.4	0.0	0.2
MsrA act	-3	-12	-2	-9	0	-14	-5	-4
SUMO1 PPI mod	5	-8	7	-1	-7	0	1	0
DNMT1 inh	3	-9	-1	4	1	-1	-5	-2
E coli Lon inh	3	7	6	-3	1	-4	-3	2
LMPTP inh	-1.0	-0.7	0.4	-2.8	-2.5	0.3	-3.2	-1.1
NRP1-CendR mod	10	4	2	10	20	-5	-5	9

33	CCCCOc1ccc(S(N)(=O)=O)cc1
34	CCOC(=O)c1cc(-c2csc(COc3ccccc3Cl)n2)on1
35	CC(C)C(=O)Nc1ccc(NC(=O)CCc2ccccc2)cn1
36	O=C1NCCCN1Cc1ccc(Cl)cc1
37	CC1CC(C)CN(CCCNC(=O)CCNC(=O)Cn2cnc3ccccc3c2=O)C1 (centres undefined)
38	CCn1c(N2CCN(S(=O)(=O)c3ccc(OC)cc3)CC2)nc2ccccc21
39	COc1ccccc1CC(=O)Nc1cccc(C)n1
40	N#CCC(=O)N/N=C\c1cccc(OC/C=C/c2ccccc2)c1

Screen / compound no.	33	34	35	36	37	38	39	40
Scp1 inh	11	-21	1	0	-3	3	-2	-14
STEP block	-2	3	-3	-1	1	-1	-3	1
MsrA inh	-1.7	-1.1	-1.4	-0.3	0.0	-0.3	0.1	-0.2
Tb MetRS inh	-2.4	-0.2	0.0	-0.7	-0.5	-1.3	-0.3	-0.2
MsrA act	-10	0	-4	-2	-4	-8	-3	-4
SUMO1 PPI mod	-1	-2	1	0	4	2	0	10
DNMT1 inh	9	-6	-1	1	-3	-1	4	-19
E coli Lon inh	9	1	-19	-11	0	1	-5	-1
LMPTP inh	-0.6	0.9	-1.3	1.0	0.9	-1.8	-0.5	4.3
NRP1-CendR mod	0	13	-4	4	6	7	2	-5

41	Cc1ccc(NC(=O)c2cc(-c3ccc(C)c(C)c3O)n[nH]2)cc1C
42	CC1=CC(C)(C)Nc2ccc(OC(=O)CN3C(=O)CCC3=O)cc21
43	O=C(NCC1CCCO1)c1ccc(Br)o1 (centres undefined)
44	O=C(Nc1ccc(NC(=O)c2cccs2)cc1)c1ccc2c(c1)OCCO2
45	O=C(c1ccco1)N1CCN(Cc2cc(=O)c(OCc3cccc(F)c3)co2)CC1

Screen / compound no.	41	42	43	44	45
Scp1 inh	99*	-2	-5	-4	-3
STEP block	12	3	-1	0	-1
MsrA inh	0.2	0.0	-0.2	2.9	-0.2
Tb MetRS inh	-1.4	-1.5	-0.2	2.0	-0.1
MsrA act	-10	-9	-1	-1	-1
SUMO1 PPI mod	14	-8	0	-3	-4
DNMT1 inh	15	-14	1	20	-1
E coli Lon inh	0	3	1	-6	-5
LMPTP inh	20	-0.9	-1.0	1.0	0.2
NRP1-CendR mod	-3	5	5	2	8

Molecules above containing a Cl atom, in the order listed:
11	O=C(NCCN1CCC(n2c(=O)[nH]c3ccccc32)CC1)c1ccc(F)cc1Cl
21	CSC1=NCCN1C(=O)Cc1ccc(Cl)cc1
27	CC(C)(C)OC(=O)CNC(=O)c1[nH]cnc1C(=O)Nc1ccc(Cl)cc1
29	CCCCn1nnc(NC(=O)Cc2ccc(Cl)cc2)n1
34	CCOC(=O)c1cc(-c2csc(COc3ccccc3Cl)n2)on1
36	O=C1NCCCN1Cc1ccc(Cl)cc1

Screen / compound no.	11	21	27	29	34	36
Scp1 inh	.	12	11	20	-21	0
STEP block	.	4	-5	-1	3	-1
MsrA inh	-0.2	0.2	-0.7	0.5	-1.1	-0.3
Tb MetRS inh	-0.4	-0.3	-0.4	-0.5	-0.2	-0.7
MsrA act	-4	-1	-2	0	0	-2
SUMO1 PPI mod	-2	2	7	-7	-2	0
DNMT1 inh	.	6	-1	1	-6	1
E coli Lon inh	4	-2	6	1	1	-11
LMPTP inh	3.7	-0.4	0.4	-2.5	0.9	1.0
NRP1-CendR mod	0	-4	2	20	13	4
